# KCNK3 inh: human KCNK3 channel inhibition, primary screen. AID 602410. B-score at 10 µM. 340,000 tested, 0.84% active. O14649. CHO-KCNK3 thallium flux, FluxOR fluorescence; stronger effect = lower value;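 active = B-score under library mean minus 4 SD, starting fluorescence ratio at most library mean plus 5 SD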;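 also: more negative B-score means stronger inhibition of thallium flux through KCNK3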
# Target sequence (O14649 whole entry, looked up): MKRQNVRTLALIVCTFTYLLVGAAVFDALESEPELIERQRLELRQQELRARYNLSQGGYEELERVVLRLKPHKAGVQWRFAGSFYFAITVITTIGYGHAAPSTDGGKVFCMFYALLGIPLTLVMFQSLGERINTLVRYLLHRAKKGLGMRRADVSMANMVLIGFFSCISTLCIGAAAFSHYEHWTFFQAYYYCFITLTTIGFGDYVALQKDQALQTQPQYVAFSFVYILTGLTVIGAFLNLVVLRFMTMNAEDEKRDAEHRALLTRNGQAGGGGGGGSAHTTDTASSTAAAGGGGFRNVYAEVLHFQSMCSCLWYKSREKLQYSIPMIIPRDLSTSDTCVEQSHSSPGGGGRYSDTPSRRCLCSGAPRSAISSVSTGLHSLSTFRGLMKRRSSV
# GSK3A inh: blocks human GSK-3 alpha kinase; P49840; ADP-Glo luminescence, 60 min; inhibition, % at 10 µM; 320,000 tested, 0.1% active;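 in the data active = inhibition above about 50%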;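 also: GST-tagged GSK-3 alpha with peptide substrate and 25 µM ATP; 0% = DMSO neutral wells and 100% = GW8510 positive control wells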
# Target sequence (P49840 whole entry, looked up): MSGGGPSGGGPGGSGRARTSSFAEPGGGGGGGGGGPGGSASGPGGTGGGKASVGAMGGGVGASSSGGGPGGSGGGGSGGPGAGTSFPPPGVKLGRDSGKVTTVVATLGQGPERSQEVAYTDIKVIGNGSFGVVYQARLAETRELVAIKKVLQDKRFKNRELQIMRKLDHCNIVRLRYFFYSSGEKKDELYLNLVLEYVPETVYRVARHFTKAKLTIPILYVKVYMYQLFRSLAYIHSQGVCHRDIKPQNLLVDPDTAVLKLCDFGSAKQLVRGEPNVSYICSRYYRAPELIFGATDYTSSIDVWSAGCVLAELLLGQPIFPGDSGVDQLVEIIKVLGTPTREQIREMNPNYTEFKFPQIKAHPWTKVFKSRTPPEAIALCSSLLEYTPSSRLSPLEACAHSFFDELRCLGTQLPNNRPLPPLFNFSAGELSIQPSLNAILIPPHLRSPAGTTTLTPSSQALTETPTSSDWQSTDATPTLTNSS
# DYRK1A inh: blocks rat Dyrk1A kinase activity; AID 504441; ADP-Glo luminescence, NFATc1 peptide; 310,000 tested, 0.43% active; Q63470; inhibition, % at 12.5 µM; in the data active = inhibition above about 50%;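 also: plate controls were vehicle with enzyme for no effect and no enzyme for full effect; many of its hits are not listed in these tables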
# * = called active by the depositor; i = inactive; / = no result given. A portion of the library. The share of hits here may be higher or lower than overall.
SMILES,KCNK3 inh,GSK3A inh,DYRK1A inh
CC(=O)OC1CC(OC2C(O)CC(OC3C(O)CC(OC4CCC5(C)C(CCC6C5CC(O)C5(C)C(C7=CC(=O)OC7)CCC65O)C4)OC3C)OC2C)OC(C)C1OC1OC(CO)C(O)C(O)C1O (stereo not drawn),i,/,-1
COc1cc(C2(C#N)CCN(C)CC2)cc(OC)c1OC,i,/,2
C=CCOC(=O)C1C(C(=O)O)C2(Cl)C(Cl)=C(Cl)C1(Cl)C2(Cl)Cl (stereo not drawn),i,/,-4
CC(=O)OC1C(O)C(C)OC(OC2C(OC(=O)C3CCC4C(C3)OC3(CC(OC(=O)/C=C/c5ccccc5)C(C)CO3)C43CO3)OC(C)C(O)C2OC(C)=O)C1O (stereo not drawn),i,/,-1
O=P(NC1CCCCC1)(Oc1ccccc1)Oc1ccccc1,i,/,2
O=C1C=CC(=O)C2C1C1(Cl)C(Cl)=C(Cl)C2(Cl)C1(Cl)Cl (stereo not drawn),i,/,8
CC(=O)C1C(N2CC2)CC2C3CCC4=CC(=O)CCC4(C)C3CCC21C (stereo not drawn),i,/,-5
ClCCN1CCSCC1,i,/,-1
COC(=O)C1=C(C(=O)OC)C2OC1c1cc3ccccc3cc12,i,/,3
COC[C@H]1OC(=O)c2coc3c2[C@@]1(C)C1=C(C3=O)[C@@H]2CCC(=O)[C@@]2(C)C[C@H]1OC(C)=O,i,/,12
O=C(c1ccccc1)C(Cc1ccccc1)N1CCOCC1 (stereo not drawn),i,/,1
C[C@]12CC[C@@H](O)CC1=CCC1C2CC[C@@]2(C)C1C[C@@H](F)[C@H]2O (stereo partly drawn),i,/,0
C=CCC1(CCCCC)C(=O)NC(=S)NC1=O,i,/,-3
NS(=O)(=O)c1nc[nH]c1[N+](=O)[O-],i,/,-1
CCOC(=O)[C@]12Cc3cc(OC)ccc3[C@H]1N(Cc1ccccc1)C(=O)c1cc(F)c(F)cc12,i,/,4
CCC1(CC)C(=O)NC(=O)N(c2ccccc2)C1=O,i,/,6
CCC1([N+](=O)[O-])COP(=O)(NCc2cccnc2)OC1 (stereo not drawn),i,/,3
CCCC1(CCO)C(=O)NC(=S)NC1=O,i,/,-4
CC(C)(C)C1(CCO)C(=O)NC(=S)NC1=O,i,/,5
CC12C=CC(=O)C=C1CC(O)C1C2CCC2(C)C1CCC2(C)O (stereo not drawn),i,/,-1
CC1CC(C)OP(=O)(OCCC#N)O1 (stereo not drawn),i,/,0
CC12CCC3C(CCC4CC(=O)CCC43C)C1CC(=NO)C2=O (stereo not drawn),i,/,6
c1ccc(N2C3C4CC(C5CCCC54)C32)cc1 (stereo not drawn),i,/,-2
O=c1ccc2cc(O[C@@H]3O[C@H](CO)[C@@H](O)[C@H](O)[C@H]3O)c(O)cc2o1,i,/,0
CC1=C(O)C(=O)C=C2C1=CC=C1C2(C)CCC2(C)C3CC(C)(C(=O)O)CCC3(C)CCC12C (stereo not drawn),i,/,3
CCC1CN1P1(=O)OCC(C)([N+](=O)[O-])CO1 (stereo not drawn),i,/,-1
CCOc1ccc(-c2cc(C(=O)N3CCC4(CC3)OCCO4)c3ccccc3n2)cc1,i,/,-8
N#CC(C#N)=Cc1ccc(C=C(C#N)C#N)cc1,i,/,2
C[C@]12CC[C@H]3[C@@H](CCC4=CC(=O)CC[C@@H]43)[C@@H]1CC[C@@H]2O,i,/,-1
COP(=S)(OC)SCn1nnc2ccccc2c1=O,i,/,-1
CC(C)(C)C(=O)N1Cc2ccccc2-n2nncc2C1,i,/,2
CCC1(CC)C(=O)NC(=O)N(CCc2ccccn2)C1=O,i,/,5
CC12CCC(=O)C=C1CC(N1CC1)C1C2CCC2(C)C(O)CCC12 (stereo not drawn),i,/,-5
COc1ccccc1NP1(=O)OCC(C)([N+](=O)[O-])CO1 (stereo not drawn),i,/,5
CC=C(C)C1(CCC)C(=O)NC(=S)NC1=O,i,/,-2
COc1cc(O)cc2c1cc([N+](=O)[O-])c1c(C(=O)O)cc3c(c12)OCO3,i,/,47
CCOC(=O)C1(c2ccccc2)Oc2ccccc2C(c2ccc(OC)cc2)=C1C(=O)OC (stereo not drawn),i,/,-1
C=CCNC(=S)Nc1ccc(OC(=O)Nc2ccc(Cl)c(Cl)c2)cc1,i,/,-7
CC1=C2CCC3C(CCC4=CC(=O)CCC43C)C2CC1 (stereo not drawn),i,/,1
COc1ccc2c3c1OC1C(=O)CC[C@@]4(O)[C@@H](C2)N(CC2CC2)CC[C@]314 (stereo partly drawn),i,/,-16
O=C1CN=C(c2ccccc2)c2cc([N+](=O)[O-])ccc2N1,i,/,11
CCC1(NS(=O)(=O)c2ccc(N)cc2)C(=O)N(C)C(=O)N(C)C1=O,i,/,-3
CCOC(=O)C1=C(C)c2ccccc2OC1(C(=O)OCC)c1ccccc1 (stereo not drawn),i,/,-2
Cc1ncc2n1-c1ccc(Cl)cc1C(c1ccccc1F)=NC2,i,/,-4
O=P1(c2ccccc2)Nc2ccccc2N1c1ccccc1 (stereo not drawn),i,/,2
O=C1CC=C2C3CC4N(CCC45c4ccccc4N1C25)CC3=CCO (stereo not drawn),i,/,3
COC(=O)C1=C(C)NC(=S)NC1c1ccc(N(CCCl)CCCl)cc1Cl (stereo not drawn),i,/,-2
c1ccc(Nc2ccc3ccccc3c2)cc1,i,/,2
Nc1ccc2ccccc2c1,i,/,-3
c1cc2c(cc1C1OCC3C(c4ccc5c(c4)OCO5)OCC13)OCO2 (stereo not drawn),i,/,8
c1ccc(C2(N3CCCCC3)CCCCC2)cc1,i,/,-18
C[C@H]1CCC/C=C/[C@@H]2C[C@H](O)C[C@H]2[C@@H](O)/C=C/C(=O)O1,i,/,3
CSc1cccc(NP2(=O)OCC(C)([N+](=O)[O-])CO2)c1 (stereo not drawn),i,/,13
CCN(C=C1CC2C3CC=C4CC(O)CCC4(C)C3CCC2(C)C1=O)CC (stereo not drawn),i,/,-1
CC(=O)C1CCC2C3CC(O)C4CC(O)CCC4(C)C3CCC12C (stereo not drawn),i,/,5
CCc1ccc(OCC(=O)N2CCN(CC(=O)Nc3ccccc3Cl)CC2)cc1,i,/,-2
CN(c1ccccc1)P(=O)(N1CC1)N1CC1,i,/,-2
NNCc1ccccc1,i,/,0
Oc1ccc(Cl)cc1Cc1ccccc1,i,/,2
COC(=O)C1=C(c2ccc(F)cc2OCc2ccccc2)C[C@@H]2CC[C@H]1N2C(=O)NCc1cccc(C(F)(F)F)c1,i,0,-5

# 2 neighbouring records from above, quoted:
SMILES,KCNK3 inh,GSK3A inh,DYRK1A inh
O=C1CC=C2C3CC4N(CCC45c4ccccc4N1C25)CC3=CCO (stereo not drawn),i,/,3
COC(=O)C1=C(C)NC(=S)NC1c1ccc(N(CCCl)CCCl)cc1Cl (stereo not drawn),i,/,-2

# The list continues.
SMILES,KCNK3 inh,GSK3A inh,DYRK1A inh
COC(=O)c1c(N)n(Cc2ccc(OC)cc2)c2nc3ccccc3nc12,i,2,1
COC(=O)C1=C(c2ccc(-c3ccccc3)c(F)c2)C[C@@H]2CC[C@H]1N2C(=O)NCCc1ccccc1,i,-3,5
CCc1ccccc1NC(=O)CN1CCN(C(=O)COc2ccccc2C#N)CC1,i,-2,5
NC(C(=O)O)c1cc(=O)[nH]o1 (stereo not drawn),i,-1,-3
C/C(O)=C(\C#N)C(=O)Nc1cc(Br)ccc1Br,i,21,47
COC(=O)C1=Nc2ccccc2/C1=C\c1c(O)n(-c2ccc(Br)cc2)c(=O)[nH]c1=O,i,0,26
COC(=O)C1=C(c2ccc(F)cc2F)C[C@@H]2CC[C@H]1N2C(=O)NCC1CC1,i,-3,3
COC(=O)C1=C(c2ccccc2OCc2ccccc2)C[C@@H]2CC[C@H]1N2C(=O)NCc1cccc(C(F)(F)F)c1,i,-5,-6
C[Se]C[C@@H](N)C(=O)O,i,-1,-3
COC(=O)C1=C(c2ccc(F)cc2F)C[C@@H]2CC[C@H]1N2C(=O)NC1CCCCC1,i,0,-5
C[C@]12CCC3C(CC[C@H]4C[C@@H](O)CC[C@]34C)C1C[C@@H](N)[C@@H]2O (stereo partly drawn),i,-2,2
CCN(CC)C(=O)c1ccc(NC(=O)c2ccc3c(c2)NC(=O)CS3)cc1,i,-7,6
CCN(CC)CCC(=O)O[C@H]1CC[C@]2(C)C3CC[C@@]4(C)C(CC[C@]4(C)O)C3CC[C@H]2C1 (stereo partly drawn),i,-4,4
CCCN1CC[C@@H]2c3cc(O)ccc3CC[C@@H]21,i,-3,0
CCC1(C2=NCCN2)Cc2ccccc2O1 (stereo not drawn),i,0,5
COc1cc2c(cc1O)[C@@H]1Cc3ccc(OC)c(O)c3CN1CC2,i,-1,23
COc1ccc(-c2nn(Cc3ccccc3)cc2C(=O)NC2CC2)cc1OC,i,1,7
COC(=O)C1=C(c2ccc(Cl)c(C(F)(F)F)c2)C[C@@H]2CC[C@H]1N2C(=O)NCCOc1ccccc1,i,-2,-4
COC(=O)C1=C(c2cccc(C#N)c2)C[C@@H]2CC[C@H]1N2C(=O)N1CCCCC1,i,1,-2
COC(=O)C1=C(c2cccc3c2S(=O)(=O)c2ccccc2-3)C[C@@H]2CC[C@H]1N2C(=O)N1CCOCC1,i,-3,-2
C[C@]12CCC3C(CC[C@H]4C[C@H](O)CC[C@]34C)C1[C@@H](O)[C@@H](O)[C@@H]2O (stereo partly drawn),i,-2,-1
COC(=O)C1=C(c2ccc3ccccc3c2)C[C@@H]2CC[C@H]1N2C(=O)NC1Cc2ccccc2C1,i,-3,10
C[C@]12CC[C@@H](O)CC1=CC(=O)C1C2CC[C@]2(C)C(=O)CCC12 (stereo partly drawn),i,-1,0
COC(=O)C1=C(c2ccc(F)cc2OCc2ccccc2)C[C@@H]2CC[C@H]1N2C(=O)NCc1ccc(C(F)(F)F)cc1,i,-2,-3
COC(=O)C1=C(c2cccc(OCc3ccccc3)c2)C[C@@H]2CC[C@H]1N2C(=O)NCc1ccc(OC)c(OC)c1,i,-2,-2
COC(=O)C1=C(c2ccc(F)cc2OCc2ccccc2)C[C@@H]2CC[C@H]1N2C(=O)NCCCc1ccccc1,i,-4,-4
COC(=O)C1=C(c2ccc(-c3ccccc3)c(F)c2)C[C@@H]2CC[C@H]1N2C(=O)NCCOc1ccccc1,i,-2,-5
CN1[C@H]2CC[C@@H]1C(C(=O)N1CCOCC1)=C(O)C2,i,-3,2
COC(=O)C1=C(c2ccc(Cl)c(C(F)(F)F)c2)C[C@@H]2CC[C@H]1N2C(=O)NC1CCCCC1,i,-2,5
COC(=O)C1=C(c2ccc(OCc3ccccc3)cc2)C[C@@H]2CC[C@H]1N2C(=O)NCc1ccc(OC)c(OC)c1,i,-3,9
Cc1cc(C(=O)OCC(=O)Nc2ccc(F)cc2F)c(C)n1C1CC1,i,1,-1
c1ccc(C2OCCN3CCCCC23)cc1 (stereo not drawn),i,-2,-1
COC(=O)C1=C(c2ccc(-c3ccccc3)c(F)c2)C[C@@H]2CC[C@H]1N2C(=O)NCCOc1ccc(OC)cc1,i,-1,3
COC(=O)C1=C(c2ccc(F)cc2OCc2ccccc2)C[C@@H]2CC[C@H]1N2C(=O)NCc1ccccc1OC,i,-6,2
COC(=O)C1=C(c2cccc(OCc3ccccc3)c2)C[C@@H]2CC[C@H]1N2C(=O)NCc1ccc(C(C)(C)C)cc1,i,0,3
COC(=O)C1=C(c2ccc(C(C)=O)cc2)C[C@@H]2CC[C@H]1N2C(=O)NCc1ccc2c(c1)OCO2,i,-1,1

# In the list so far, these contain an aryl methoxy group.
SMILES,KCNK3 inh,GSK3A inh,DYRK1A inh
COc1cc(C2(C#N)CCN(C)CC2)cc(OC)c1OC,i,/,2
CCOC(=O)[C@]12Cc3cc(OC)ccc3[C@H]1N(Cc1ccccc1)C(=O)c1cc(F)c(F)cc12,i,/,4
COc1ccccc1NP1(=O)OCC(C)([N+](=O)[O-])CO1 (stereo not drawn),i,/,5
COc1cc(O)cc2c1cc([N+](=O)[O-])c1c(C(=O)O)cc3c(c12)OCO3,i,/,47
CCOC(=O)C1(c2ccccc2)Oc2ccccc2C(c2ccc(OC)cc2)=C1C(=O)OC (stereo not drawn),i,/,-1
COc1ccc2c3c1OC1C(=O)CC[C@@]4(O)[C@@H](C2)N(CC2CC2)CC[C@]314 (stereo partly drawn),i,/,-16
COC(=O)c1c(N)n(Cc2ccc(OC)cc2)c2nc3ccccc3nc12,i,2,1
COc1cc2c(cc1O)[C@@H]1Cc3ccc(OC)c(O)c3CN1CC2,i,-1,23
COc1ccc(-c2nn(Cc3ccccc3)cc2C(=O)NC2CC2)cc1OC,i,1,7
COC(=O)C1=C(c2cccc(OCc3ccccc3)c2)C[C@@H]2CC[C@H]1N2C(=O)NCc1ccc(OC)c(OC)c1,i,-2,-2
COC(=O)C1=C(c2ccc(OCc3ccccc3)cc2)C[C@@H]2CC[C@H]1N2C(=O)NCc1ccc(OC)c(OC)c1,i,-3,9
COC(=O)C1=C(c2ccc(-c3ccccc3)c(F)c2)C[C@@H]2CC[C@H]1N2C(=O)NCCOc1ccc(OC)cc1,i,-1,3
COC(=O)C1=C(c2ccc(F)cc2OCc2ccccc2)C[C@@H]2CC[C@H]1N2C(=O)NCc1ccccc1OC,i,-6,2
